Assay outcomes (PubChem BioAssay)
Jurkat NFkB inh: inhibitors of induced NF-kB luciferase reporter, primary screen, TCR NF-kB activation inhibitor project, cell-based, luminescence, uHTS; Jurkat, PMA/ionomycin-induced NF-kB luciferase reporter; inhibition, % at 4 µM; 330,000 compounds, 0.53% hits; AID 435003, 2010; in the data active = inhibition above about 50%
tim10-1 inh: growth inhibitors of tim10-1 mutant yeast, primary screen, luminescence, uHTS. inhibition, % at 20 µM. S. cerevisiae tim10-1 ts strain growth, BacTiter-Glo, 24 h. AID 463190, 2010. 330,000 compounds, 2.2% hits;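 active = inhibition of at least 40%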;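 note: mutant grown at 25 °C; 0% = DMSO wells with yeast and 100% = wells holding no yeast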
TIM10 inh: growth inhibitors of isogenic TIM10 control yeast, primary screen, counter-screen for tim10-1 yeast inhibitor project, luminescence, uHTS; S. cerevisiae TIM10 strain growth, BacTiter-Glo luminescence, 24 h; inhibition, % at 10 µM; 330,000 compounds, 1.4% hits;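 active = inhibition of 40% or more at the single tested concentration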;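 note: wild-type TIM10 isogenic control strain grown at permissive 25 °C; 0% = DMSO yeast wells and 100% = minimal medium wells without yeast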
tim23-1 inh: growth inhibitors of tim23-1 mutant yeast, primary screen, luminescence, uHTS | S. cerevisiae tim23-1 growth, BacTiter-Glo luminescence, 24 h | inhibition, % at 20 µM | 330,000 compounds, 1.3% hits | AID 463212, 2010;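 active = growth inhibition of the mutant yeast at or above 50%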;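 note: temperature-sensitive mutant grown at 25 °C; plate controls were DMSO-treated mutant yeast for no effect and medium wells lacking yeast for full effect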
UPR CHOP act: activators of apoptotic CHOP UPR arm, primary screen, cell-based, CHO-CHOP luciferase reporter, luminescence, uHTS; 330,000 compounds, 0.34% hits; activation, % at 10 µM; UPR activation; percent of tunicamycin response over DMSO baseline;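 active = at 10 µM dose, activation of 40% or more, normalized to positive control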;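 note: 100% = tunicamycin at 10 µg/mL and 0% = DMSO alone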
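Dosing – one dose, 10 µM in 0.5% DMSO · System – CHO-CHOP cells, stable luciferase reporter of PERK-eIF2a-CHOP signalling · Input – 500 cells/well · Control set – tunicamycin 10 µg/mL final as positive, DMSO-only wells as negative · Timing – 6 h compound treatment, 37 °C · Measure – % activation vs tunicamycin · Technique – luminescence read with Steady-Glo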
697 NFkB inh: inhibitors of PMA/ionomycin-induced NF-kB reporter, 697 cells, primary screen, B-cell NF-kB inhibitor project, cell-based, luminescence, uHTS; 330,000 compounds, 0.33% hits; AID 435022, 2010; inhibition, % at 4 µM; 697 B-cell NF-kB luciferase reporter, 16 h; in the data active = inhibition above about 35%
XBP1 UPR activ: activators of adaptive XBP1 UPR arm, primary screen, cell-based, CHO-XBP1 luciferase reporter, luminescence, uHTS; IRE1-XBP1 UPR activation; percent of tunicamycin response, DMSO as zero; activation, % at 20 µM; 330,000 compounds, 0.33% hits;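 active = versus positive control, 20 µM dose yields 30% or more activation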;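 note: 100% = tunicamycin at 10 µg/mL and 0% = DMSO only wells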
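Signal: luciferase luminescence; Assay system: CHO-XBP1 luciferase reporter cells; Amount: one thousand reporter cells per well; Dosing: 20 µM single concentration, DMSO 1%; Benchmarks: high control tunicamycin 10 µg/mL final, low control DMSO vehicle only; Schedule: 6 h compound exposure at 37 °C, 5% CO2; Evaluation: percent activation relative to tunicamycin reference.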
Mdm2 MdmX PPI: inhibitors of human Mdm2-MdmX association, primary screen, cell-based, luminescence, split luciferase, SaOS-2, uHTS. Protein Mdm4 (Homo sapiens) + E3 ubiquitin-protein ligase Mdm2 (Homo sapiens), …. SaOS-2 split-luciferase Mdm2/MdmX complementation. inhibition, % at 8 µM. 330,000 compounds, 3% hits. AID 485346, 2010;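 active = inhibition of at least 50% at 8 µM in the primary screen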
Target sequence (O15151 whole entry, looked up): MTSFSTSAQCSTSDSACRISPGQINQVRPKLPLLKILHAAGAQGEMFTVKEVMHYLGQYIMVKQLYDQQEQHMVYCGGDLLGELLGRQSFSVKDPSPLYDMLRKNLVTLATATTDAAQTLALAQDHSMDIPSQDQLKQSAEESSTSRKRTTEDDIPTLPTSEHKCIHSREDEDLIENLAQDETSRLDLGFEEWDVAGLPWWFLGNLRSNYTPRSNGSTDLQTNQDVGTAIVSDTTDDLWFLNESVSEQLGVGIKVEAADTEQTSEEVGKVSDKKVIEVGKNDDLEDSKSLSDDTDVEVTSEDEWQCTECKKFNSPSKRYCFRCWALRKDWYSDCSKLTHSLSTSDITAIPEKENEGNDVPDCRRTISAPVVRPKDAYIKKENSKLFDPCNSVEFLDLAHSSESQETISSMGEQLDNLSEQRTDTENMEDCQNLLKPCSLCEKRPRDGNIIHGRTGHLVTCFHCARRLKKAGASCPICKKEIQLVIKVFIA
Target sequence (Q00987 whole entry, looked up): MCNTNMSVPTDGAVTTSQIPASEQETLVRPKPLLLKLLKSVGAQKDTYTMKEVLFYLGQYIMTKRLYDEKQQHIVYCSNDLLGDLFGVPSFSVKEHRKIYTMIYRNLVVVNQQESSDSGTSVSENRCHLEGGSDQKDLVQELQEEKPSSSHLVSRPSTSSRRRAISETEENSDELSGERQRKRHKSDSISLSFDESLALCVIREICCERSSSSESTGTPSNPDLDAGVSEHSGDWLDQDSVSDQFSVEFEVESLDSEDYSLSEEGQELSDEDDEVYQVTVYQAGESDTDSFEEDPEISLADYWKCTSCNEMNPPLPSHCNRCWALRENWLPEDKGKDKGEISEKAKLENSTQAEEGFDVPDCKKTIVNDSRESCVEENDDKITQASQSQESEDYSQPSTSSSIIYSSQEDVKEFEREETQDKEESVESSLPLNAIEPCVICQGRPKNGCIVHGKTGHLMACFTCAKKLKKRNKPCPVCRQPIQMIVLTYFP
An asterisk follows results filed as active.

Sample of the layout, 2 compounds:
CCc1ccc(OCCCC(=O)NCc2ccco2)cc1 was read as Jurkat NFkB inh -5, tim10-1 inh 22, TIM10 inh -12, tim23-1 inh 24, UPR CHOP act -2.1, 697 NFkB inh -9, XBP1 UPR activ -1 and Mdm2 MdmX PPI 14.
`COc1ccc(Oc2c(C=O)c3ccccc3n2C)cc1` gave Jurkat NFkB inh 14, tim10-1 inh 13, TIM10 inh 3, tim23-1 inh 19, UPR CHOP act -0.5, 697 NFkB inh 10, XBP1 UPR activ 4 and Mdm2 MdmX PPI 32.

All compounds of this part, from the start:
CCc1ccc(OCCCC(=O)NCc2ccco2)cc1 was read as Jurkat NFkB inh -5, tim10-1 inh 22, TIM10 inh -12, tim23-1 inh 24, UPR CHOP act -2.1, 697 NFkB inh -9, XBP1 UPR activ -1 and Mdm2 MdmX PPI 14.
`COc1ccc(Oc2c(C=O)c3ccccc3n2C)cc1` gave Jurkat NFkB inh 14, tim10-1 inh 13, TIM10 inh 3, tim23-1 inh 19, UPR CHOP act -0.5, 697 NFkB inh 10, XBP1 UPR activ 4 and Mdm2 MdmX PPI 32.
For Cc1cc2c(cc1C)N(CC(=O)N1CCCC1)C(=O)CC(c1ccccc1)=N2 the results were Jurkat NFkB inh -29, tim10-1 inh 17, TIM10 inh 7, tim23-1 inh 2, UPR CHOP act 4.3, 697 NFkB inh -21, XBP1 UPR activ 2 and Mdm2 MdmX PPI -7.
`Cc1nnc(N2C(=O)C(O)=C(C(=O)c3ccco3)C2c2ccc(F)cc2)s1` (stereo not drawn) gave Jurkat NFkB inh -3, tim10-1 inh 10, TIM10 inh 19, tim23-1 inh 12, UPR CHOP act 4.0, 697 NFkB inh 1, XBP1 UPR activ -2 and Mdm2 MdmX PPI -12.
CCCc1ccc(C(C)NC(=O)c2cnccn2)cc1 (stereo not drawn) was read as Jurkat NFkB inh 19, tim10-1 inh -4, TIM10 inh 5, tim23-1 inh 3, UPR CHOP act 1.4, 697 NFkB inh -16, XBP1 UPR activ -7 and Mdm2 MdmX PPI 2.
COc1ccc(S(=O)(=O)NCC(=O)N(CC(=O)NCC2CCCO2)Cc2ccc(F)cc2)cc1 (stereo not drawn) was read as Jurkat NFkB inh -26, tim10-1 inh 4, TIM10 inh -14, tim23-1 inh 4, UPR CHOP act 3.9, 697 NFkB inh -10, XBP1 UPR activ 1 and Mdm2 MdmX PPI -5.
For CC1CCCC(NC(=O)CN2C(=O)c3cccnc3Oc3ccc(Cl)cc32)C1C (stereo not drawn) the results were Jurkat NFkB inh 11, tim10-1 inh 5, TIM10 inh 19, tim23-1 inh 27, UPR CHOP act -1.1, 697 NFkB inh -36, XBP1 UPR activ -3 and Mdm2 MdmX PPI 9.
`CCN1C(=O)c2cccc3c(S(=O)(=O)Nc4ccccc4)ccc1c23` gave Jurkat NFkB inh -2, tim10-1 inh 3, TIM10 inh 15, tim23-1 inh 4, UPR CHOP act 1.1, 697 NFkB inh 52*, XBP1 UPR activ 0 and Mdm2 MdmX PPI 81*.
`COc1cccc(C2/C(=C(\O)c3ccc4c(c3)OCCO4)C(=O)C(=O)N2CC2CCCO2)c1` (stereo not drawn) gave Jurkat NFkB inh -1, tim10-1 inh -8, TIM10 inh -2, tim23-1 inh -8, UPR CHOP act 2.5, 697 NFkB inh -10, XBP1 UPR activ 0 and Mdm2 MdmX PPI 0.
For COc1ccc(CN(CC(=O)NC2CCCC2)C(=O)c2onc(C(N)=O)c2N)cc1 the results were Jurkat NFkB inh 6, tim10-1 inh -5, TIM10 inh -4, tim23-1 inh -4, UPR CHOP act -1.4, 697 NFkB inh 23, XBP1 UPR activ -2 and Mdm2 MdmX PPI 17.
CCc1ccc(Nc2ccc(C(=O)O)cc2[N+](=O)[O-])cc1 was read as Jurkat NFkB inh -5, tim10-1 inh 11, TIM10 inh 13, tim23-1 inh 10, UPR CHOP act 1.4, 697 NFkB inh 8, XBP1 UPR activ -2 and Mdm2 MdmX PPI 29.
CC(=O)c1sc(N/N=C2\CC3CC2C(C)C3(C)C)nc1C (stereo not drawn) was read as Jurkat NFkB inh -12, tim10-1 inh 45*, TIM10 inh 18, tim23-1 inh 20, UPR CHOP act 6.2, 697 NFkB inh -36, XBP1 UPR activ -3 and Mdm2 MdmX PPI -5.
CCN1CCN(c2ncc(C(=O)Nc3cc(Cl)ccc3OC)c3ccccc23)CC1 was read as Jurkat NFkB inh 19, tim10-1 inh 29, TIM10 inh 4, tim23-1 inh 5, UPR CHOP act 1.0, 697 NFkB inh -9, XBP1 UPR activ 1 and Mdm2 MdmX PPI 54*.
CCc1ccc(C(=O)C(C)OC(=O)Cn2[nH]c(=O)c3ccccc3c2=O)cc1 (stereo not drawn) was read as Jurkat NFkB inh -27, tim10-1 inh 13, TIM10 inh 18, tim23-1 inh 29, UPR CHOP act 0.9, 697 NFkB inh -27, XBP1 UPR activ -1 and Mdm2 MdmX PPI -21.
Screening COc1ccc2[nH]cc(C(=O)NCCc3ccccc3)c(=O)c2c1 returned Jurkat NFkB inh -36, tim10-1 inh 3, TIM10 inh -2, tim23-1 inh 2, UPR CHOP act 6.2, 697 NFkB inh -20, XBP1 UPR activ -1 and Mdm2 MdmX PPI -22.
Screening C=CCc1cc(/C=C2/NC(=S)NC2=O)cc(OC)c1O returned Jurkat NFkB inh -11, tim10-1 inh 7, TIM10 inh -16, tim23-1 inh -1, UPR CHOP act -3.7, 697 NFkB inh 16, XBP1 UPR activ 10 and Mdm2 MdmX PPI 55*.
O=C(Nc1nncs1)c1ccccc1Br was read as Jurkat NFkB inh -13, tim10-1 inh -8, TIM10 inh -7, tim23-1 inh -3, UPR CHOP act 0.0, 697 NFkB inh -34, XBP1 UPR activ -2 and Mdm2 MdmX PPI -19.
`Cc1cccc(NS(=O)(=O)c2ccc(C(=O)N3CC(C)OC(C)C3)cc2)c1C` (stereo not drawn) gave Jurkat NFkB inh 14, tim10-1 inh -3, TIM10 inh -1, tim23-1 inh 2, UPR CHOP act 0.0, 697 NFkB inh -16, XBP1 UPR activ -1 and Mdm2 MdmX PPI 34.
For Cc1ccc(C(=O)N2NC(c3ccc(F)cc3)C3C(=O)N(c4ccc(C)cc4)C(=O)C32)cc1 (stereo not drawn) the results were Jurkat NFkB inh -3, tim10-1 inh 37, TIM10 inh 11, tim23-1 inh 22, UPR CHOP act -0.2, 697 NFkB inh -9, XBP1 UPR activ 0 and Mdm2 MdmX PPI -4.
CS(=O)(=O)c1ccccc1C(=O)N(CCC1=CCCCC1)c1c(N)n(Cc2ccccc2)c(=O)[nH]c1=O was read as Jurkat NFkB inh -1, tim10-1 inh 15, TIM10 inh 12, tim23-1 inh 19, UPR CHOP act -1.0, 697 NFkB inh 5, XBP1 UPR activ -2 and Mdm2 MdmX PPI 12.
Screening CC(C)(C)S(=O)(=O)c1ccccc1-c1noc(-c2ccccc2)c1C(N)=O returned Jurkat NFkB inh -7, tim10-1 inh 26, TIM10 inh 26, tim23-1 inh 19, UPR CHOP act 1.4, 697 NFkB inh -1, XBP1 UPR activ 0 and Mdm2 MdmX PPI -17.
CSCCC(NC(=O)c1ccccc1)C(=O)Nc1ccc(NC(C)=O)cc1 (stereo not drawn) was read as Jurkat NFkB inh 9, tim10-1 inh 2, TIM10 inh 7, tim23-1 inh 1, UPR CHOP act 1.3, 697 NFkB inh 9, XBP1 UPR activ -1 and Mdm2 MdmX PPI 11.
Screening O=c1c(Cl)c(NCc2ccc(F)cc2)cnn1C12CC3CC(CC(C3)C1)C2 returned Jurkat NFkB inh -6, tim10-1 inh 47*, TIM10 inh 52*, tim23-1 inh 44, UPR CHOP act 0.6, 697 NFkB inh -11, XBP1 UPR activ 3 and Mdm2 MdmX PPI -11.
`FC(F)(F)c1ccccc1CN1CCC(Cc2ccccc2)CC1` gave Jurkat NFkB inh 3, tim10-1 inh 11, TIM10 inh -6, tim23-1 inh -1, UPR CHOP act 2.6, 697 NFkB inh 13, XBP1 UPR activ -5 and Mdm2 MdmX PPI 9.
For O=C1COc2ccc(S(=O)(=O)Nc3cccc(Cl)c3)cc2N1 the results were Jurkat NFkB inh -2, tim10-1 inh 17, TIM10 inh -7, tim23-1 inh 5, UPR CHOP act 2.7, 697 NFkB inh 6, XBP1 UPR activ -3 and Mdm2 MdmX PPI 23.
CCOCCCNC(=O)C(NC(=O)CNC(=O)c1ccccc1)c1ccc(C)cc1 (stereo not drawn) was read as Jurkat NFkB inh 6, tim10-1 inh 7, TIM10 inh -1, tim23-1 inh 9, UPR CHOP act -1.0, 697 NFkB inh -12, XBP1 UPR activ 0 and Mdm2 MdmX PPI -6.
For Nc1cccc(/C=C/C(=O)O)c1 the results were Jurkat NFkB inh 0, tim10-1 inh -9, TIM10 inh -14, tim23-1 inh 3, UPR CHOP act -1.2, 697 NFkB inh 7, XBP1 UPR activ -2 and Mdm2 MdmX PPI 5.
CN(CCCC(=O)NCCc1ccccc1)S(=O)(=O)c1ccc([N+](=O)[O-])cc1 was read as Jurkat NFkB inh -15, tim10-1 inh 30, TIM10 inh 4, tim23-1 inh 7, UPR CHOP act -0.2, 697 NFkB inh 23, XBP1 UPR activ -3 and Mdm2 MdmX PPI 13.
Screening Cn1c(SCC(=O)NC2CCCc3ccccc32)nnc1C1CC1 (stereo not drawn) returned Jurkat NFkB inh 15, tim10-1 inh -4, TIM10 inh -2, tim23-1 inh 2, UPR CHOP act -1.8, 697 NFkB inh 14, XBP1 UPR activ -2 and Mdm2 MdmX PPI 23.
`NC(=S)NCc1cccnc1` gave Jurkat NFkB inh -1, tim10-1 inh 2, TIM10 inh -8, tim23-1 inh 3, UPR CHOP act -0.6, 697 NFkB inh -9, XBP1 UPR activ 2 and Mdm2 MdmX PPI -25.
Cc1nnc2c3ccccc3c(Cl)nn12 was read as Jurkat NFkB inh -10, tim10-1 inh 20, TIM10 inh 19, tim23-1 inh 20, UPR CHOP act -0.3, 697 NFkB inh 21, XBP1 UPR activ 9 and Mdm2 MdmX PPI 7.
Screening CCn1cc(/C=C(\NC(=O)c2ccc(OC)c(OC)c2)C(=O)N2CCOCC2)c2ccccc21 returned Jurkat NFkB inh -7, tim10-1 inh -10, TIM10 inh 4, tim23-1 inh -2, UPR CHOP act -2.6, 697 NFkB inh 9, XBP1 UPR activ -4 and Mdm2 MdmX PPI 19.
For O=C(COC(=O)c1cc([N+](=O)[O-])ccc1NCCO)Nc1ccc2c(c1)OCO2 the results were Jurkat NFkB inh 12, tim10-1 inh -4, TIM10 inh -14, tim23-1 inh -12, UPR CHOP act -1.9, 697 NFkB inh 9, XBP1 UPR activ 0 and Mdm2 MdmX PPI 27.
For CC(C)OC(=O)c1cc(NC(=O)c2nn(C)cc2Br)cc(C(=O)OC(C)C)c1 the results were Jurkat NFkB inh -20, tim10-1 inh 13, TIM10 inh 6, tim23-1 inh -2, UPR CHOP act 4.0, 697 NFkB inh -25, XBP1 UPR activ 3 and Mdm2 MdmX PPI -14.
CCN(CC)CCN(Cc1cc2ccc(C)cc2[nH]c1=O)C(=O)Nc1ccc(Cl)cc1 was read as Jurkat NFkB inh 5, tim10-1 inh 13, TIM10 inh -16, tim23-1 inh 0, UPR CHOP act 1.2, 697 NFkB inh -13, XBP1 UPR activ -3 and Mdm2 MdmX PPI 20.

An unsorted share of the library. Share with any hit: about 6.6%.
